# SARS 3CLpro inh: SARS-CoV 3CLpro protease inhibitors, primary screen, biochemical, quenched FRET; Replicase polyprotein 1ab (Severe acute respiratory syndrome coronavirus), P0C6X7; inhibition, % at 6 µM; 290,000 compounds, 0.14% hits; recombinant SARS-CoV 3CLpro, quenched FRET peptide cleavage; in the data active = inhibition above about 12%
# BoNT A protease: BoNT/A light chain protease inhibitors, primary screen, biochemical, flow cytometry, MLPCN library. inhibition, % at 10 µM. multiplex microsphere protease substrate cleavage. 360,000 compounds, 0.17% hits; note: plate controls were buffer without enzyme for full effect and enzyme alone for no effect
# Anthrax LF prot: Bacillus anthracis LF protease inhibitors, primary screen, biochemical, multiplex microsphere, MLPCN library; Lethal factor (Bacillus anthracis), P15917; multiplex microsphere protease cleavage assay; inhibition, % at 10 µM; 360,000 compounds, 0.12% hits; note: plate controls were buffer without enzyme for full effect and enzyme alone for no effect
# Target sequence (P15917 whole entry, looked up): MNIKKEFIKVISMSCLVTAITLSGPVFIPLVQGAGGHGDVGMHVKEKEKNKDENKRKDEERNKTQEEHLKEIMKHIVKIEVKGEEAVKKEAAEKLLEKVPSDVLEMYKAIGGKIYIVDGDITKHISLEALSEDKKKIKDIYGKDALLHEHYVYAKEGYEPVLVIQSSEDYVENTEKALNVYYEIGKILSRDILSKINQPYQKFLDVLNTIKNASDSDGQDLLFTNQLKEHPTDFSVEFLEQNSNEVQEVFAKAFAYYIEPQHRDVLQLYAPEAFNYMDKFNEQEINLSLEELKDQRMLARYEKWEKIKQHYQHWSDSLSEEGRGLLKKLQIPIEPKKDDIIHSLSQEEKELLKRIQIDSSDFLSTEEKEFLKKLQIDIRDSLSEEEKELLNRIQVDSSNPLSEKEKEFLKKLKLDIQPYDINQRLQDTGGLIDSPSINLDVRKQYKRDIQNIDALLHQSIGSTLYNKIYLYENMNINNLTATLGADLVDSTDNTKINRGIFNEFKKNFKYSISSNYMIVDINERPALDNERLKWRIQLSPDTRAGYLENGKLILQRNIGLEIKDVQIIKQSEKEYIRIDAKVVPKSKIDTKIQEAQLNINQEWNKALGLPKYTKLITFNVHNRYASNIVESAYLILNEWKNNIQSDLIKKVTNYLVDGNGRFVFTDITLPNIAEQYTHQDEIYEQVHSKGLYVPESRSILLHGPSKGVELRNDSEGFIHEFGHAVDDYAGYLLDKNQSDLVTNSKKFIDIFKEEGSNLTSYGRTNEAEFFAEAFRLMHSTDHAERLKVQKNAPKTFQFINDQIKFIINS
# SSB-PriA inh: inhibitors of Klebsiella pneumoniae PriA binding to SSB C-terminal tail, primary screen, biochemical, AlphaScreen | PriA–SSB C-terminal tail interaction (Klebsiella pneumoniae) | AlphaScreen SSBct-PriA binding, biotinylated peptide | inhibition, % at 33 µM | 430,000 compounds, 0.6% hits | AID 1272365, 2023; in the data active = inhibition mostly above about 37%, no sharp cut-off; inactive = mostly below about 20%;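 note: plate controls were negative control peptide for no effect and reference peptide for full effect; strong numbers were not always called active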
# Rv3671c inh: Rv3671c serine protease inhibitors, primary screen, biochemical, fluorescence polarization, M. tuberculosis H37Rv; 320,000 compounds, 0.048% hits; inhibition, % at 5.96 µM; P9WHR9; in the data active = inhibition above about 38%;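 note: extracellular domain of Rv3671c used as enzyme; 0% = enzyme with DMSO and 100% = no enzyme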
# BoNT F protease: BoNT/F light chain protease inhibitors, primary screen, biochemical, flow cytometry, MLPCN library; Multiplex microsphere protease cleavage assay; Botulinum neurotoxin type F light chain protease (Clostridium botulinum); 360,000 compounds, 0.22% hits; inhibition, % at 10 µM; in the data active = inhibition above about 35%, passing the limit was not always enough; inconclusive = no clear call, values can overlap the other calls; note: plate controls were buffer without enzyme for full effect and enzyme alone for no effect
# MazF activator: activators of E. coli MazEF toxin-antitoxin RNase, primary screen, biochemical, fluorescence, uHTS; Endoribonuclease toxin MazF (Escherichia coli (strain K12)), P0AE70; FAM/BHQ RNA-DNA oligo cleavage fluorescence, 5 h; activation, % at 20 µM; 350,000 compounds, 0.32% hits; in the data active = activation above about 50%
# Target sequence (P0AE70 whole entry, looked up): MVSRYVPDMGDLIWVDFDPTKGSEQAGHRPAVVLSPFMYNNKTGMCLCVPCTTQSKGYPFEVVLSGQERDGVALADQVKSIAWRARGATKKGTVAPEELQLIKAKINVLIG
# PrPC surface inh: inhibitors of human cell surface prion protein PrPC, primary screen, cell-based, TR-FRET | 370,000 compounds, 0.43% hits | AID 720596, 2013 | TR-FRET read-out | inhibition, % at 13.8 µM | Major prion protein (Homo sapiens), P04156; in the data active = inhibition above about 24%; note: 0% = median of the test wells and 100% = reference compound wells
# DUSP3 inh: VHR1 phosphatase inhibitors, primary screen, biochemical, absorbance, uHTS; 290,000 compounds, 0.52% hits; recombinant VHR phosphatase, pNPP absorbance; Dual specificity protein phosphatase 3 (Homo sapiens), P51452; inhibition, % at 13.3 µM; AID 1654, 2009; in the data active = inhibition above about 50%; note: some compounds called inactive have numbers as strong as hits
# CCHFV vOTU inh: CCHFV vOTU protease inhibitors, primary screen, biochemical, Pep-AMC substrate, fluorescence; Crimean-Congo hemorrhagic fever virus L polyprotein viral ovarian tumor (vOTU) protease …; inhibition, % at 11.5 µM; 370,000 compounds, 0.55% hits; AID 651958, 2012; in the data active = inhibition above about 30%; note: 0% = vehicle wells with enzyme and 100% = no enzyme wells
# * hit, by the source's call; i = inactive; ? = inconclusive; nt = not tested or not shown; & = joins results of further samples. Cut-off read from the data, not from the text of the source, unless noted: active = inhibition above about 30%; inconclusive = no clear call, values can overlap the other calls; inactive = below that. The list is partial, so the mix of outcomes need not match the whole.
# The first 14 records, to show the layout:
item	Structure	SARS 3CLpro inh	BoNT A protease	Anthrax LF prot	SSB-PriA inh	Rv3671c inh	BoNT F protease	MazF activator	PrPC surface inh	DUSP3 inh	CCHFV vOTU inh
1	COc1ccccc1NC(=O)CSc1nnc(CC(=O)Nc2ccccc2C)n1C	2	0.2	-4	-4	1	-10	4	-4	4	3
2	COC(=O)Nc1ccc(C)c(NC(=O)OC)c1	-1	0.9	5	-1	-5	-4	3	4	8	-6
3	O=C(NC12CC3CC(CC(C3)C1)C2)N1CCN(c2ccccn2)CC1	5	0.0	-2	10	7	-1	2	-5	20	9
4	CC1CN(c2nc3ccccc3nc2C(C#N)C(=O)NCc2ccc3c(c2)OCO3)CC(C)O1 (centres undefined)	-5	5.7	10	-18	-4	3	46	-4	6	9
5	N#CC(=C1CCCC1)c1nc(-c2ccccc2O)cs1	0	0.1	-2	0	3	-13	-4	nt	-10	nt
6	CCOc1ccc(C(=O)NC(=S)Nc2ccc(N3CCCCC3)cc2)cc1[N+](=O)[O-]	-1	-1.4	-2	6	7	-6	1	-2	5	6
7	Cc1[nH]c(=O)[nH]c(=O)c1S(=O)(=O)N1CCOCC1	3	-0.6	-6	-13	4	-11	10	0	-18	-4
8	CC1CCCC(NC(=O)CSc2nccn2C)C1C (centres undefined)	-7	-0.5	0	-6	3	-4	6	3	26	-4
9	CCOC(=O)CSc1nnc(CNC(=O)c2cccs2)n1CCc1ccccc1	-1	-0.6	-3	-5&-7	3	-10	1	nt	0	nt
10	NNC(=O)[C@H](Cc1ccccc1)NC(=O)Nc1ccc2c(c1)OCCO2	-2	-0.9	-3	-10	-3	-1	7	-3	9	-1
11	Cc1cc(Cl)cc(Br)c1OCCCCn1cncn1	7	0.7	0	-1	-2	-8	-13	1	28	-1
12	COc1cc(S(=O)(=O)N2CCOCC2)ccc1NC(=O)c1cc2c(s1)CCC2	-5	0.3	-3	-4	0	7	4	13	8	0
13	CCCCC(=O)N(c1ccc(OC)cc1)C1C=CS(=O)(=O)C1 (centres undefined)	2	0.7	-4	-2	1	3	0	-3	17	9
14	O=S(=O)(NCc1ccccc1)NCc1ccccc1F	3	0.4	-2	0	-5	-4	2	1	5	-10

# This part in full, from the start:
item	Structure	SARS 3CLpro inh	BoNT A protease	Anthrax LF prot	SSB-PriA inh	Rv3671c inh	BoNT F protease	MazF activator	PrPC surface inh	DUSP3 inh	CCHFV vOTU inh
1	COc1ccccc1NC(=O)CSc1nnc(CC(=O)Nc2ccccc2C)n1C	2	0.2	-4	-4	1	-10	4	-4	4	3
2	COC(=O)Nc1ccc(C)c(NC(=O)OC)c1	-1	0.9	5	-1	-5	-4	3	4	8	-6
3	O=C(NC12CC3CC(CC(C3)C1)C2)N1CCN(c2ccccn2)CC1	5	0.0	-2	10	7	-1	2	-5	20	9
4	CC1CN(c2nc3ccccc3nc2C(C#N)C(=O)NCc2ccc3c(c2)OCO3)CC(C)O1 (centres undefined)	-5	5.7	10	-18	-4	3	46	-4	6	9
5	N#CC(=C1CCCC1)c1nc(-c2ccccc2O)cs1	0	0.1	-2	0	3	-13	-4	nt	-10	nt
6	CCOc1ccc(C(=O)NC(=S)Nc2ccc(N3CCCCC3)cc2)cc1[N+](=O)[O-]	-1	-1.4	-2	6	7	-6	1	-2	5	6
7	Cc1[nH]c(=O)[nH]c(=O)c1S(=O)(=O)N1CCOCC1	3	-0.6	-6	-13	4	-11	10	0	-18	-4
8	CC1CCCC(NC(=O)CSc2nccn2C)C1C (centres undefined)	-7	-0.5	0	-6	3	-4	6	3	26	-4
9	CCOC(=O)CSc1nnc(CNC(=O)c2cccs2)n1CCc1ccccc1	-1	-0.6	-3	-5&-7	3	-10	1	nt	0	nt
10	NNC(=O)[C@H](Cc1ccccc1)NC(=O)Nc1ccc2c(c1)OCCO2	-2	-0.9	-3	-10	-3	-1	7	-3	9	-1
11	Cc1cc(Cl)cc(Br)c1OCCCCn1cncn1	7	0.7	0	-1	-2	-8	-13	1	28	-1
12	COc1cc(S(=O)(=O)N2CCOCC2)ccc1NC(=O)c1cc2c(s1)CCC2	-5	0.3	-3	-4	0	7	4	13	8	0
13	CCCCC(=O)N(c1ccc(OC)cc1)C1C=CS(=O)(=O)C1 (centres undefined)	2	0.7	-4	-2	1	3	0	-3	17	9
14	O=S(=O)(NCc1ccccc1)NCc1ccccc1F	3	0.4	-2	0	-5	-4	2	1	5	-10
15	Cc1cc(Cl)c2c(c1)[C@]1(C(=O)N2)[C@@H]2C(=O)N(Cc3ccccc3)C(=O)[C@@H]2[C@@H]2CCCN21	-1	-0.3	3	13	-4	-12	-1	4	0	7
16	Cc1cc(C)[n+](CCCC[n+]2c(C)cc(C)cc2C)c(C)c1	nt	-0.5	5	-4	2	0	2	5	nt	7
17	O=C(NCCc1ccncc1)Nc1cccc(Cl)c1	0	-1.0	-4	-14	1	-13	3	-4	22	6
18	CC(=O)Nc1ccc(NC(=O)c2ccc(Cl)nc2)cc1	-1	-0.3	0	-14	-1	2	5	-6	13	-6
19	COc1ccc(CCNc2ccc(C(=O)O)cc2[N+](=O)[O-])cc1OC	4	-0.3	0	7	-13	-2	-14	-28	-3	-1
20	C/C(=N\NC(=O)c1cccc(Br)c1)c1ccc(Br)cc1	1	-0.6	4	nt	-2	0	-3	13	10	-15
21	CC(=O)N1CCN(S(=O)(=O)c2cccc(C(=O)OCc3cccc(F)c3)c2)CC1	nt	-0.1	-4	-23	-1	6	1	11	nt	0
22	CCOC(=O)C(=O)Nc1nccs1	-1	0.3	-2	1	9	-2	7	4	7	-3
23	COCCn1nnnc1C(c1ccc(C)cc1)N1CCN(Cc2ccc3c(c2)OCO3)CC1 (centres undefined)	4	-1.5	-5	-4	nt	-19	0	-2	36	-1
24	O=C(Nc1nc(SCc2ccc(F)cc2)ns1)c1ccco1	2	1.0	3	8	-4	7	-4	-3	4	4
25	CN(C)C(CNC(=O)c1ccc2ccccc2n1)c1ccccc1 (centres undefined)	1	-0.3	-2	-4	-2	-9	4	-6	12	5
26	O=S1(=O)c2ccc(Br)cc2N2CCC[C@H]2CN1Cc1ccccc1	nt	-0.2	-10	-7	nt	-2	5	11	nt	9
27	C/C(=N\N(c1ccccc1)c1ccccc1)c1ccco1	-2	-0.4	-5	nt	4	-11	-2	-1	18	4
28	CCCCC(=O)Nc1ccccc1N1CCN(c2ccc(F)cc2)CC1	-1	-0.9	1	-6	-1	-24	-2	-2	73	4
29	CCCC1=C(C(=O)OCC)C(c2sccc2C)n2ncnc2N1 (centres undefined)	4	3.8	8	-5	0	32	7	4	23	-1
30	O=C(Nc1ccc(S(=O)(=O)NCc2ccco2)cc1)c1ccc(F)cc1	2	-2.1	-2	3	-3	-1	6	7	16	10
31	CC1(C)NC(=O)N(CC(=O)OCc2cc(=O)n3cc(Br)ccc3n2)C1=O	2	0.6	0	-3	-9	-3	1	-7	0	0
32	CC1CC(=O)NN=C1c1ccc(NCCO)c([N+](=O)[O-])c1 (centres undefined)	-1	0.3	0	1	-1	4	8	-28	3	1
33	O=C(c1cccc(S(=O)(=O)N2CCCCC2)c1)N(CCc1ccccc1)Cc1ccccc1	nt	0.7	8	6	-6	0	-2	10	nt	10
34	O=S(=O)(c1cccc(NC(=S)N2CCN(c3cccc(Cl)c3)CC2)c1)C(F)F	2	0.2	-2	15	-11	-2	6	6	30	-4
35	O=C(COC(=O)C1CC(O)CN1S(=O)(=O)c1ccc(Cl)cc1)c1ccccc1Cl (centres undefined)	-3	0.2	1	2	-13	1	3	7	-1	12
36	COc1ccc(C(=O)Nn2c(SCc3ccc([N+](=O)[O-])cc3)nc3ccccc3c2=O)cc1	4	-0.4	1	15	-70	-10	-4	-1	10	-10
37	CCN(CC)C(=O)CC(c1ccc(N(C)C)cc1)c1c(OC)cc(OC)c2c(-c3ccccc3)cc(=O)oc12 (centres undefined)	nt	-1.5	0	48*	6	-5	0	-2	-1	9
38	CCC(C(=O)NC1CCCC1)N(C(=O)Cn1nnc(-c2ccc(C)o2)n1)C(C)(C)C (centres undefined)	5	-1.1	-1	3	3	-6	-6	2	-4	0
39	O=C(C1CC(=O)N(C2CCCCC2)C1)N1CCC2(CC1)OCCO2 (centres undefined)	4	nt	nt	-18	-4	nt	11	1	0	13
40	O=[N+]([O-])c1ccn(-c2nc(-c3cccs3)cc(C(F)(F)F)n2)n1	4	0.1	-7	-7	12	4	1	-9	54*	-10
41	O=C(NCc1ccco1)c1ccc(CS(=O)(=O)c2cccc(C(F)(F)F)c2)o1	-2	-2.3	-10	6	-5	-6	-1	-3	10	1
42	O=[N+]([O-])c1ccc(Nc2nc(N3CCOCC3)nc(N3CCOCC3)n2)cc1	nt	-1.2	-2	-4	2	?	-7	-5	nt	2
43	CCCCP(=O)(O)c1ccccc1	-3	?	?	-13	-3	0	3	5	22	-4
44	CCOc1ccccc1N(CC(=O)NC1CCCC1)C(=O)CCC(=O)Nc1cc(C)on1	-2	-0.5	2	-3	4	17	-2	3	-4	22
45	CCOC(=O)c1c(NC(=O)Nc2ccc(Cl)cc2)sc(C)c1C	-2	-30	41*	-16	-2	i	6	4	25	14
46	CC1CCN(C(=O)CN2C(=O)NC3(CCCc4ccccc43)C2=O)CC1 (centres undefined)	nt	1.6	-1	-11	nt	2	-9	-6	nt	4
47	COc1ccc(/C=C/C(=O)OCC(=O)N2CCN(S(=O)(=O)c3ccc(C)cc3C)CC2)cc1OC	nt	-1.1	-6	-6	nt	-3	5	-6	nt	-6
48	Oc1cccc2c3c(oc12)CCCC3	nt	nt	nt	10	2	nt	7	0	nt	-5
49	O=C(Nc1ccccc1Cl)c1cc(C2CCCN(C(=O)c3cccc(O)c3)C2)on1 (centres undefined)	nt	-0.2	-8	nt	nt	5	nt	7	nt	8
50	Cc1[nH]c2ccccc2c1C(=O)C(=O)N1CC(C)OC(C)C1 (centres undefined)	-4	-1.0	-2	0	8	5	4	2	8	14
51	CC(C)CN(C(=O)COC(=O)CSc1ccccc1F)c1c(N)n(Cc2ccccc2)c(=O)[nH]c1=O	nt	-1.7	?	1	5	0	1	-2	nt	1
52	Cn1cnnc1SCC(=O)Nc1ccc(Cl)c(S(=O)(=O)N2CCOCC2)c1	0	-0.6	5	-7	-7	1	5	7	2	5
53	CCCCN(C(=O)c1ccc(S(=O)(=O)N(C)c2ccccc2)cc1)c1c(N)n(CCC)c(=O)[nH]c1=O	nt	1.1	3	0	nt	1	2	-4	nt	-7
54	CC(=O)c1cccc(OCC(=O)c2cc(C)n(-c3cc(C)on3)c2C)c1	-5	0.7	-1	-1	3	8	-1	0	14	-3

# Source: PubChem (several laboratories)
